PrPC TRFRET: inhibitors of human cell surface prion protein PrPC | 0.43% of 370,000 active | AID 720596 | TR-FRET read-out | inhibition, % at 13.8 µM; in the data active means inhibition above about 24%; further: 0% = median of the test wells and 100% = reference compound wells
SARS 3CLpro inh: SARS-CoV 3CLpro protease inhibition; 0.14% of 290,000 active; AID 1706; P0C6X7; recombinant SARS-CoV 3CLpro, quenched FRET peptide cleavage; inhibition, % at 6 µM; in the data active means inhibition above about 12%
BH1578 lux ind: inducers of Vibrio cholerae quorum light production without autoinducers. V. cholerae BH1578 lux reporter, luminescence, 6 h. activation, % at 18.7 µM. 0.16% of 350,000 active. AID 588436; in the data active means activation mostly above about 9.7%, no sharp cut-off; inconclusive means no clear call, values can overlap the other calls; inactive means mostly below about 3.7%; further: not every result past the cut was called active; inactives centre near 0; reference of the scale not given here
SSB-PriA inh: blocks PriA binding to SSB C-terminal tail | AlphaScreen SSBct-PriA binding, biotinylated peptide | inhibition, % at 33 µM | 0.6% of 430,000 active | AID 1272365; in the data active means inhibition mostly above about 37%, no sharp cut-off; inactive means mostly below about 20%;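 further: plate controls were negative control peptide for no effect and reference peptide for full effect; strong numbers were not always called active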
Anthrax LF inh2: inhibitors of Bacillus anthracis lethal factor protease | P15917 | multiplex microsphere protease cleavage assay, LF | inhibition, % at 10 µM | 0.12% of 360,000 active; further: plate controls were buffer without enzyme for full effect and enzyme alone for no effect
Target sequence (P15917 whole entry, looked up): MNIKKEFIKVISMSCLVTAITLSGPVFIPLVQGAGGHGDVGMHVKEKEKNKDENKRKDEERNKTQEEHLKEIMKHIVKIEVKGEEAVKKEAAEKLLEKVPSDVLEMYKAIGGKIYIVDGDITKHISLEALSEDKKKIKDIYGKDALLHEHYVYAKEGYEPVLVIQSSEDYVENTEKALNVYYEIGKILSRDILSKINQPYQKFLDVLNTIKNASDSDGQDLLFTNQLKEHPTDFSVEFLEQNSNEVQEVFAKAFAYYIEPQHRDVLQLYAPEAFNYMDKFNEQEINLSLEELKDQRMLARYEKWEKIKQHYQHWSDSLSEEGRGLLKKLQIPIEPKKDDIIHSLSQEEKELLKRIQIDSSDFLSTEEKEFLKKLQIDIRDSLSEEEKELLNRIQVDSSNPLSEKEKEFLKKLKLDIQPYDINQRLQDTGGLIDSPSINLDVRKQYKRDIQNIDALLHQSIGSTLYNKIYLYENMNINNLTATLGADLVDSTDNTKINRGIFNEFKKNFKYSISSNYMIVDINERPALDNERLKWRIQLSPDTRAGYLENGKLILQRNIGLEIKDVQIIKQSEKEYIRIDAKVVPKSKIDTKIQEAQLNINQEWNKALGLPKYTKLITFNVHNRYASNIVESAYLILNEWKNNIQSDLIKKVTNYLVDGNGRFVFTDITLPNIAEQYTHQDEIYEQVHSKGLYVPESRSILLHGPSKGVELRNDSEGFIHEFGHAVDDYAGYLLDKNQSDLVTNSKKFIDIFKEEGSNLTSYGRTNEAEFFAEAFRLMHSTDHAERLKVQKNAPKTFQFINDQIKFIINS
PfHsp40 rescue: rescue of PfHsp40-mediated yeast toxicity | 0.68% of 340,000 active | AID 504582 | S. cerevisiae expressing PfHsp40, growth rescue, ATP luminescence | growth rescue, % at 12.5 µM; in the data active means growth rescue above about 28%, passing the limit was not always enough; inconclusive means no clear call, values can overlap the other calls;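 further: yeast W303a lacking pdr1 and pdr3 grown in galactose medium; growth measured after three days at 30 °C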
BoNT A protease: inhibitors of Botulinum neurotoxin A light chain protease. 0.17% of 360,000 active. AID 588499. inhibition, % at 10 µM. multiplex microsphere protease substrate cleavage, flow cytometry; further: plate controls were buffer without enzyme for full effect and enzyme alone for no effect
TcdB inh: inhibitors of Clostridioides difficile toxin B glycohydrolase; inhibition, % at 9.99 µM; P18177; TcdB glycohydrolase enzymatic assay, plate reader; 0.24% of 350,000 active; AID 652162; in the data active means inhibition above about 10%
Y pestis TopoI: Y. pestis Topo-I inhibition via cleavage products; Y. pestis Topo-I cleavage product accumulation, plate reader; activity, % at 10 µM; 0.064% of 360,000 active; AID 504884; in the data active means activity above about 50%, passing the limit was not always enough; inconclusive means no clear call, values can overlap the other calls; further: inactives centre near 2
Starred values were filed as active, the others as inactive; i = inactive; ? = inconclusive; / = not tested or not shown; & = joins results of further samples. Unless noted, no stated cut-off is given here; in the data, active means inhibition above about 30%; inconclusive means no clear call, values can overlap the other calls; inactive means below that. Not all compounds are listed; rates above refer to the full screens.

The opening 4 records, ahead of the listing:
SMILES	PrPC TRFRET	SARS 3CLpro inh	BH1578 lux ind	SSB-PriA inh	Anthrax LF inh2	PfHsp40 rescue	BoNT A protease	TcdB inh	Y pestis TopoI
COc1ccc(-n2cc(CN[C@H]3CCCCNC3=O)c(-c3cccc(F)c3)n2)cc1	-1	0	i	-3	1	1.3	-0.6	0.2	6
CSc1ccc(/C=N/NC(=O)COc2ccc(Br)cc2Cl)cc1	3	2	-0.3	/	2	0.2	0.2	3.4	17
CC(C)C1(C2CCCC2)NC(=O)NC1=O (stereo not given)	0	/	i	-6	-2	-1.3	-0.1	0.5	2
COc1ccc(NC(=O)C(C)Sc2nnc(C3CC3)n2C2CC2)cc1 (stereo not given)	2	/	0.6	-2	0	-0.2	0.3	1.0	5

The list itself, previewed entries included:
SMILES	PrPC TRFRET	SARS 3CLpro inh	BH1578 lux ind	SSB-PriA inh	Anthrax LF inh2	PfHsp40 rescue	BoNT A protease	TcdB inh	Y pestis TopoI
COc1ccc(-n2cc(CN[C@H]3CCCCNC3=O)c(-c3cccc(F)c3)n2)cc1	-1	0	i	-3	1	1.3	-0.6	0.2	6
CSc1ccc(/C=N/NC(=O)COc2ccc(Br)cc2Cl)cc1	3	2	-0.3	/	2	0.2	0.2	3.4	17
CC(C)C1(C2CCCC2)NC(=O)NC1=O (stereo not given)	0	/	i	-6	-2	-1.3	-0.1	0.5	2
COc1ccc(NC(=O)C(C)Sc2nnc(C3CC3)n2C2CC2)cc1 (stereo not given)	2	/	0.6	-2	0	-0.2	0.3	1.0	5
CC(NC(=O)Cc1ccccc1)C1COc2ccccc2O1 (stereo not given)	-2	-1	-0.2	3	-3	-0.4	-0.8	8.2	-1
Cc1cc(C)c(S(=O)(=O)N2CCCCC2CCNC(=O)C(=O)NCc2cccnc2)c(C)c1 (stereo not given)	-2	/	i	2	0	0.6	-2.6	-1.1	25
COC(=O)Nc1ccc(S(=O)(=O)N2CCCC(C(=O)N3CC(C)OC(C)C3)C2)cc1 (stereo not given)	2	9	i	-2	-4	1.5	-0.2	1.0	-18
COC(=O)c1cccc(NC(=S)N2CCCCC2)c1	5	-1	-0.4	0	1	-0.2	-0.3	0.8	-7
CN(C)C(=O)c1ccc(-n2nc(C(F)(F)F)c3c2CCCC3)cc1	-3	-4	i	-8	4	0.5	0.1	/	8
O=C(O)CCN1C(=O)c2ccc(Oc3ccc4c(c3)C(=O)N(CCC(=O)O)C4=O)cc2C1=O	-6	-3	2.4	-19	-2	0.0	0.4	/	1
O=S(=O)(NCCSc1ccc(Cl)cc1)c1ccc(F)cc1	3	-2	i	-48	-2	8.3	-0.1	/	6
CC1(C(=O)NC2CCN(Cc3ccccc3)CC2)CCN1Cc1cc2ccccc2o1 (stereo not given)	10	/	i	/	-4	/	-0.4	0.2	28
CCCCCCSc1ccc([C@@H]2[C@@H]3C(=O)N(C)C(=O)[C@@H]3[C@]3(C(=O)OC)CCCCN23)cc1	0	/	-0.9	-22	-3	1.0	-0.3	1.6	-5
O=C(CCN1C(=O)c2ccccc2C1=O)NNC(=O)c1ccc(Cl)cc1Cl	-5	-6	-0.3	4&-6	4	-0.7	0.3	/	4
COC(=O)C1=C(C)N(CCCC(=O)O)C(=O)NC1c1ccccc1OS(=O)(=O)c1ccc([N+](=O)[O-])cc1 (stereo not given)	-12	/	0.9	2	-5	-1.9	-1.2	0.8	5
CC(=O)c1cccc(S(=O)(=O)N2CCC(C(=O)Oc3ccc(-c4nnco4)cc3)CC2)c1	-10	/	-0.9	-2	-3	0.1	0.0	1.2	19
COc1ccc(-c2c(C#Cc3ccsc3)c3ccccc3n2C)cc1	-5	-6	i	-6	0	-0.4	1.8	1.4	-3
CC(C)C(C(=O)Nc1ccc2c(c1)OCO2)N1C(=O)c2ccccc2C1=O (stereo not given)	6	3	i	11	-2	-0.2	?	/	5
O=C1N/C(=C\c2ccc(N3CCOCC3)c(F)c2)C(=O)N1Cc1ccccc1	-1	-6	-0.3	-9	-10	-1.2	0.5	/	-11
CCOC(=O)c1ccc(NC(=O)COC(=O)Cc2csc(-c3ccccc3)n2)cc1	13	5	-0.4	-8	-3	5.5	-0.3	0.6	20
CCOC(=O)c1sc2ncnc(N3CCN(C(=O)OCC)CC3)c2c1C	-1	-3	i	-17	1	1.2	0.0	/	17
CCOc1ccc(NC(=O)CN(C)C(=O)c2cn(-c3ccccc3)nc2-c2cccs2)cc1OCC	1	6	-0.7	-5	4	-1.6	2.1	0.8	0
COc1ccc2[nH]cc(CCNS(=O)(=O)c3ccc(C)cc3)c2c1	6	3	-0.3	18	-7	-1.5	-2.1	2.2	2
CN(C)S(=O)(=O)c1ccc(C(=O)NCCSc2ccccc2)cc1	-1	-2	-5.6	-4	-2	1.2	0.2	/	-3
Cc1ccc(S(=O)(=O)N(C)C)cc1NC(=O)C(C)OC(=O)/C=C/c1cccs1 (stereo not given)	-9	-6	-0.4	-5	-1	-0.6	0.1	0.8	6
COc1ccc(C(=O)COC(=O)CNC(=O)c2ccccc2)cc1F	-6	/	i	-6	1	-0.8	-1.1	2.3	-5
O=C(Nc1ccc(O)c(-c2nc3ccccc3o2)c1)C1(c2ccc(Cl)cc2)CCCC1	5	1	-0.4	-2	-3	1.3	0.2	/	-11
CCC(=O)Nc1ccc(/C(C)=N\NC(=O)c2ccc(OC)cc2)cc1	-1	0	-0.7	/	0	2.6	0.3	-0.2	0
O=C(Nc1ccccc1O)c1cccc(S(=O)(=O)N2CCOCC2)c1	7	4	-0.3	-5	-1	-1.4	0.6	-0.2	4
CCOc1ccc(-c2nnc3sc(COc4ccccc4)nn23)cc1	3	4	-0.4	-13	-3	0.5	-2.2	/	3
CCC(CC)C(=O)N(C)c1c(C)nc2c(OCCC3CCCCC3)cccn12	10	/	-0.3	/	-4	/	0.4	1.4	38
Cc1ccc(C)c2[nH]c(=O)c(CCNC(=O)c3cc4ccccc4o3)cc12	0	-1	-0.3	-6	-2	0.2	-0.6	-6.7	3
Cc1nc(SCC(=O)Nc2ccc(C)c(F)c2)c2oc3ccccc3c2n1	-1	3	-3.0	-10	0	0.0	-0.1	/	-2
COc1ccc(-c2oc3ccc(-c4cc(OC)c(OC)c(OC)c4)cc3c2C(=O)c2ccc(OC)nc2)cc1	1	-1	-3.7	-1	2	0.2	1.1	1.1	6
O=C(O)c1cc2nc3c(c(C(F)(F)F)n2n1)CCc1ccccc1-3	-11	1	-3.4	-16	1	1.5	0.0	/	-10
CCN1CCN(C(=O)/C=C/c2ccccc2[N+](=O)[O-])CC1	1	-9	-0.2	-13	-1	-0.3	-0.7	-3.7	0
CS(=O)(=O)N(CC(=O)N1CCOCC1)c1cccc(Cl)c1	-2	/	i	/	-2	/	0.3	-0.1	10
COC(=O)c1ccc2c(c1C(=O)OC)CN(S(=O)(=O)C(C)(C)C)[C@H]2CCO	7	/	-1.9	-10	1	-0.6	-0.5	1.3	-1
C[C@H]1CN(S(=O)(=O)C(C)(C)C)[C@H](CCO)/C1=C\c1ccccc1	-6	/	-0.9	-3	2	0.9	-0.3	1.9	4
COc1ccccc1/C=N/Nc1nncc2ccccc12	0	4	1.1	/	-2	0.6	0.6	0.4	0
Nc1nc(Nc2ccccc2F)nc(N2CCCC2)c1[N+](=O)[O-]	-7	-4	i	23	-5	0.7	-0.5	1.8	-5
COc1ccc(CCNC(=O)C(C)OC(=O)c2cccs2)cc1OC (stereo not given)	-8	2	-0.1	2	-3	-0.4	-1.5	1.4	5
O=C(NCC(c1cccnc1)N1CCN(c2ccc(F)cc2)CC1)C1CCCCC1 (stereo not given)	-1	-1	i	-1	0	70*	-0.5	/	-4
Cc1cccc(NC(=O)CN2C(=O)N/C(=C\c3ccc(-c4cccc(C(=O)O)c4)o3)C2=O)c1	-4	1	-0.4	-9	2	1.2	0.0	-0.6	0
C[C@@H](C(=O)CC(=O)OC(C)(C)C)[C@@H](O)c1c(F)cccc1Cl	-5	-3	-0.4	1	8	0.7	-0.2	1.6	7
O=C(O)c1cnn(-c2nc(-c3ccc(Cl)cc3)cs2)c1C(F)(F)F	9	5	-2.3	-6	5	4.2	-1.5	1.3	0
COc1ccc(CNC(=O)CN(C)S(=O)(=O)c2ccc3c(c2)c(=O)n(C)c(=O)n3C)cc1	1	-6	-0.8	-9	0	-0.8	-2.0	-0.8	-8
CC(NC(=O)c1ccc(Cl)cc1)C(=O)NC1=NCCS1 (stereo not given)	-1	-5	i	12	-6	-0.6	0.4	/	7
CCc1nn(C(C)C(=O)NCc2cccc(OC)c2)c(=O)c2cc3occc3n12 (stereo not given)	-4	-1	-1.7	-1	-1	0.3	-0.8	1.9	-13
O=C(CCl)Nc1ccccc1C(=O)Nc1ccc2c(c1)OCO2	-5	-5	-0.4	-3	7	2.4	-0.6	1.9	2
Cc1ccc(C(=O)Nc2cccc(S(=O)(=O)N3CCOCC3)c2)cc1[N+](=O)[O-]	-1	-1	i	2	-7	1.0	-1.7	1.1	-4
O=C(CSc1nnnn1C1CCCC1)Nc1ccc2c(c1)OCCO2	6	4	1.7	-20	-6	0.2	-0.6	1.0	12
CCOC(=O)C1=C(COC(=O)CCOc2ccc(OC)cc2)NC(=O)NC1C (stereo not given)	3	/	5.8	10	-2	0.2	0.6	2.5	-1
COc1ccccc1NC(=O)Nc1nc(CC(=O)NCc2ccccn2)cs1	-3	/	-0.2	-3&12	/	2.5	/	2.1	-14
C=CCNC(=O)COC(=O)CNC(=O)c1cc(Cl)cc([N+](=O)[O-])c1	-13	-2	i	-14	-8	-1.0	-1.0	0.7	-7
Cc1ccc(-c2nc3ccc(Br)cn3c2Cc2ccccc2)cc1	4	/	/	/	12	/	25	1.4	/
COC(=O)C1=C(C)N(Cc2ccccc2)C(=O)N[C@H]1c1ccco1	9	/	i	-11	-9	-0.3	-0.5	-2.8	-2
Cc1nc2ccccc2c(=O)n1/N=C/c1c(O)ccc2oc3c(c12)CCCC3	-4	-1	i	/	-3	0.4	-0.8	/	8
Cc1ccccc1OCC(=O)N1CCCc2ccccc21	-3	-4	-0.3	-16&-19	0	4.2	0.2	1.4	0
OC12CCCCC1C(c1ccccc1)NCC2 (stereo not given)	4	-4	-3.7	5	0	-0.2	0.0	/	4

Additional compounds follow:
SMILES	PrPC TRFRET	SARS 3CLpro inh	BH1578 lux ind	SSB-PriA inh	Anthrax LF inh2	PfHsp40 rescue	BoNT A protease	TcdB inh	Y pestis TopoI
Cc1ccccc1-c1n[nH]c(=S)n1Cc1ccccc1	5	-4	i	-11	1	0.9	-0.2	0.1	-2
O/N=C1\CC(O)Cc2nonc21 (stereo not given)	5	2	i	/	-4	1.5	0.9	/	1
Fc1ccc2c(c1)Sc1ccc(Cl)cc1CC2N1CCN(CCC2OCCO2)CC1 (stereo not given)	-4	/	-0.3	17	-6	-0.4	-0.7	3.4	23
Cc1ncc([N+](=O)[O-])n1CCOC(=O)NC(NCc1cccnc1)C(Cl)(Cl)Cl (stereo not given)	-2	4	0.8	-12	2	-1.3	-1.1	0.9	-6
COc1ccc(C(=O)c2coc(-c3ccccc3C(=O)O)c2C(=O)O)cc1	3	3	-0.3	-12	-2	-0.4	0.8	/	8
CCn1cc2nc(SCC(=O)Nc3ccc(F)cc3F)n(Cc3ccccc3)c(=O)c2n1	-5	3	0.9	-8	-2	0.2	-0.1	-1.1	25
OC(CNCc1ccccc1Cl)COc1ccc(F)cc1 (stereo not given)	4	-2	-1.8	-2	0	0.3	-1.4	-0.1	-2
CN(Cc1ccccc1)C(=O)c1csc([C@@H]2O[C@H](CO)[C@H](O)[C@H](O)[C@H]2O)n1	-3	/	-0.9	/	3	/	-0.1	-0.6	-5
CSc1ncccc1C(=O)N1CCCC(N2CCN(c3ccccc3F)CC2)C1 (stereo not given)	3	-4	-0.9	1	-2	-1.8	-0.1	-0.1	6
Cc1nnc(SCC(=O)Nc2ccccc2F)n1-c1ccc(F)cc1	2	-1	i	11	-3	0.2	-1.3	-0.7	-3
CCCNS(=O)(=O)c1ccc(CCC(=O)N2CCN(CC)CC2)cc1	-8	8	i	-7	-1	-0.2	0.2	-0.3	8

Screening results deposited in PubChem by several laboratories.
